NCI-60 one-dose screen, 48 h, at 10 µM unless noted. Numbers give growth in % (100 = growth as untreated, 0 = no growth, -100 = all killed).
SK-OV-3 = SK-OV-3 ovarian cancer cells. AID 1794785. actives 3.2% (n = 80,000)
OVCAR-4 = OVCAR-4 ovarian cancer cells. actives 3.7% (n = 80,000)
OVCAR-8 = OVCAR-8 ovarian cancer; actives 4.4% (n = 81,000); AID 1794782
U251 = U251 CNS tumor cells | actives 5.4% (n = 80,000)
OVCAR-3 = OVCAR-3 ovarian cancer | actives 7% (n = 79,000)
SF-268 = SF-268 CNS cancer cells | actives 3.1% (n = 82,000)
PC-3 = PC-3 prostate cancer cells. actives 3.9% (n = 80,000)
OVCAR-5 = OVCAR-5 ovarian cancer; AID 1794783; actives 2.9% (n = 82,000)
DU-145 = DU-145 prostate cancer | actives 4.2% (n = 81,000) | AID 1794760
Numbers without * were called inactive; . = not tested or not shown; & = joins results of further samples; ! = not active in a repeat. The calls were made as follows: active = growth percent below 10; inactive = the rest. No enrichment for hits; overall some 9.5% were active at least once.

mol	SK-OV-3	OVCAR-4	OVCAR-8	U251	OVCAR-3	SF-268	PC-3	OVCAR-5	DU-145
CCOC(=O)CC1CSC(N/N=C/c2ccc(Cl)cc2)=N1 (stereo not given)	97	98	101	98	100	98	92	104	103
O=C1CC/C=C\CNC(=O)[C@]2(O)C[C@@H](O)[C@@H](O)[C@@H](C2)O1	116	95	103	103	109	95	99	85	108
Nn1c(N/N=C/c2cccnc2)n[nH]c1=S	120	82	108	112	112	87	102	96	94
O=C(CN(Cc1ccccc1)c1ccccc1)c1ccc(Cl)cc1	86	92	94	84	99	99	72	97	98
NCCCc1ccc2c(c1)oc1ccccc12	110	.	102	98	104	105	88	107	112
Cc1[nH]c(-c2nc3ccccc3[nH]2)c(C)c1C(=O)NC1CCCCC1	.	112	103	105	110	106	106	100	105
Cc1ccc(Nc2cc(=S)nc(N)[nH]2)cc1C	.	108	97	92	115	100	91	100	102
COc1ccc(C/C(=N/O)c2ccc(OC)cc2)cc1	97	87	96	98	102	99	99	98	106
CCCCn1c(-c2ccc(-c3nc(-c4ccc(OC)cc4)no3)cc2)nc(-c2ccccc2)c1-c1ccccc1	102	62	92	98	108	94	78	91	102
CC(OCCCl)OCc1ccc2c(c1)OCO2 (stereo not given)	107	129	109	118	103	98	89	103	104
COc1ccc(C(=O)NNC(=O)c2cc(OC)c(OC)c(OC)c2)cc1Cl	81	110	76	90	97	93	78	116	108
CN1CCCc2cc(/C=C3\SC(=S)N(C(Cc4ccc(O)cc4)C(=O)O)C3=O)ccc21 (stereo not given)	107	98	99	95	95	97	101	101	104
COc1ccc2sc3cccc(NCCN(C)C)c3c(=O)c2c1	3.9*!	-8.9*!	7.2*!	-18*	22&62	12&43	21&34	9.6*!	15&54
COc1cc(-c2cc3ncccc3c3[nH]c(=O)c4cccnc4c23)cc(OC)c1OC	11	58	36	17	34	51	13	45	14
CCc1ccnc(NCc2cn(-c3ccc(C(=O)O)cc3)nc2-c2ccc(C(=O)O)cc2)c1	107	106	101	98	108	95	103	100	99
CCCCCC[C@@H](O)C/C=C\CCCCCCCC(=O)OC	108	117	106	98	109	102	104	104	106
CCn1c(O)c(C=Nc2ccccc2)s/c1=N/Nc1ncc(CC(=O)Nc2ccccc2C)s1	116	96	92	94	104	96	85	119	.
CC(=O)c1c(OC(C)C(=O)O)ccc2ccccc12 (stereo not given)	107	105	99	.	125	112	91	104	116
C/C(=C(/C)C1CC1CCNS(=O)(=O)c1ccc(C)cc1)c1ccc2c(c1)OCO2 (stereo not given)	107	71	94	95	101	89	85	102	98
N#CCCN1c2ccccc2Sc2ccccc21	111&109	106&102	100&95	93&96	115&105	107&97	87&89	90&88	111&108
CCCCC(=O)N(CCC)CCC	110	113	102	107	145	144	95	105	143
Cn1c(=O)c2c(nc(N/N=C/c3ccccc3Cl)n2C)n(C)c1=O	110	115	99	101	119	124	99	96	140
O=C(Nc1nc2ccccc2s1)Nc1ccc([N+](=O)[O-])cc1Cl	64	-46*	-26*	33	38	4.0*	52	105	87
Cn1cc(-c2nn3cc(-c4ccncc4)nc3s2)c2ccccc21	107	87	69	82	.	108	88	92	101

Fetched by structure from the entries so far:
mol	SK-OV-3	OVCAR-4	OVCAR-8	U251	OVCAR-3	SF-268	PC-3	OVCAR-5	DU-145
N#CCCN1c2ccccc2Sc2ccccc21	111&109	106&102	100&95	93&96	115&105	107&97	87&89	90&88	111&108
COc1cc(-c2cc3ncccc3c3[nH]c(=O)c4cccnc4c23)cc(OC)c1OC	11	58	36	17	34	51	13	45	14
CC(=O)c1c(OC(C)C(=O)O)ccc2ccccc12 (stereo not given)	107	105	99	.	125	112	91	104	116
CCc1ccnc(NCc2cn(-c3ccc(C(=O)O)cc3)nc2-c2ccc(C(=O)O)cc2)c1	107	106	101	98	108	95	103	100	99

The listing continues:
mol	SK-OV-3	OVCAR-4	OVCAR-8	U251	OVCAR-3	SF-268	PC-3	OVCAR-5	DU-145
Nc1nc2c(C(=O)N3CCCC3)nnn2c2cccc(Cl)c12	96	88	100	105	91	.	89	106	101
COc1ccc(/C(=N/NC(N)=O)C(OC)OC)cc1	100	106	111	101	116	103	99	95	114
C#CCN(Cc1ccccc1OC)Cc1ccccc1Sc1ccccc1	97	90	98	.	106	113	81	111	109
Nc1ccc2c(c1)Cc1cc(N)c(Cl)cc1-2	113	84	98	93	124	113	96	112	119
COc1ccc2c(C3(c4cn(C)c5cc(OC)ccc45)C(=O)Nc4ccccc43)cn(C)c2c1	66	91	92	97	102	94	78	98	107
O=C(c1ccccc1)c1ccccc1Cl	108	.	108	99	106	109	96	104	108
COc1ccc(/C=C/C(=O)c2cc(S(N)(=O)=O)c(OC)cc2OC)cc1	97	103	93	69	.	81	43	98	17
O=C(COc1ccc(NC(=O)Nc2ccc(Cl)cc2)cc1)N=Nc1c(O)[nH]c2ccc(Br)cc12	103	102	83	21	114	142	94	94	109
COc1ccc(-c2cc(-c3cn(-c4ccccc4)nc3-c3ccc(OCc4ccccc4)cc3)[nH]c(=O)n2)cc1	90	75	86	80	98	84	90	103	102
COc1ccc(-c2nn(-c3cccc(Cl)c3)cc2-c2c(C#N)c(=O)n3nc(-c4ccc(N(C)C)cc4)[nH]c3c2C#N)cc1	100	110	101	.	101	91	96	99	108
Cc1ccc(S(=O)(=O)Nc2ccc(Br)cc2C(=O)O)cc1	121	129	115	105	123	116	98	100	118
O=C1c2ccccc2C(=O)c2c1ccc1[nH]c(-c3cccs3)nc21	107	102	81	73	83	88	.	89	89

Whole records from above. Order of screens: SK-OV-3, OVCAR-4, OVCAR-8, U251, OVCAR-3, SF-268, PC-3, OVCAR-5, DU-145
`CC(OCCCl)OCc1ccc2c(c1)OCO2` (stereo not given) is listed as 107, 129, 109, 118, 103, 98, 89, 103, 104
`CCn1c(O)c(C=Nc2ccccc2)s/c1=N/Nc1ncc(CC(=O)Nc2ccccc2C)s1` is listed as 116, 96, 92, 94, 104, 96, 85, 119, .
`O=C1c2ccccc2C(=O)c2c1ccc1[nH]c(-c3cccs3)nc21` is listed as 107, 102, 81, 73, 83, 88, ., 89, 89
`CCc1ccnc(NCc2cn(-c3ccc(C(=O)O)cc3)nc2-c2ccc(C(=O)O)cc2)c1` is listed as 107, 106, 101, 98, 108, 95, 103, 100, 99
`Nn1c(N/N=C/c2cccnc2)n[nH]c1=S` is listed as 120, 82, 108, 112, 112, 87, 102, 96, 94

The listing continues.
mol	SK-OV-3	OVCAR-4	OVCAR-8	U251	OVCAR-3	SF-268	PC-3	OVCAR-5	DU-145
COc1ccc(-c2nc(-c3ccc(F)cc3)cn3ccnc23)cc1	72	88	91	93	93	88	79	103	102
O=c1[nH]n(C(=S)N/N=C/c2ccc(F)cc2)c(=O)c2ccccc12	102	82	36	26	32	104	58	91	69
COC1=CC(=O)C(OC)=C(OC)C1=O	93	77	101	100	104	94	98	107	106
CC1(C(=O)OCc2ccccc2)C(=O)C2=C(CCCC2)N1c1ccc(Br)cc1 (stereo not given)	109	79	.	87	87	82	75	100	92
COc1cc(/C=C/C(=O)c2sc(N)nc2C)ccc1OCC(=O)O	109	104	98	98	107	91	.	101	103
Nc1ccccc1SCc1cc2ccccc2[nH]c1=O	121	98	95	101	106	96	103	97	102
O=c1[nH]c2ccccc2cc1CN1CCN(c2nccc(-c3ccc4ccccc4c3)n2)CC1	100	98	91	91	105	93	83	101	107
O=[N+]([O-])c1cc2c(cc1Br)-c1ccccc1C2	90	48	97	99	102	98	92	124	113
O=S(=O)(Nc1ccc(C2CC2)cc1)c1ccc(-c2cnc(C3CC3)o2)cc1	87	67	80	69	53	78	63	94	89
CC1(C)C2C3CCC2C2C[S+]1CC23	112	111	100	101	108	100	95	108	109
C=CCC(O)C=C (stereo not given)	94	106	101	102	108	111	101	108	111
CN(C)c1nc(NCCNS(=O)(=O)c2ccc(C(=O)/C=C/c3ccc(F)cc3)cc2)nc(Nc2ccc(F)cc2)n1	-1.0*	-82*	-96*	-100*	-97*	-59*	-75*	-97*	-84*
NS(=O)(=O)c1ccc(Nc2nc(SCC(=O)c3ccccc3)nc3ccccc23)cc1	110	88	68	72	97	80	83	70	76
Cc1ccc(/C=C/c2n(Cc3ccc4ccccc4c3)c3ccccc3[n+]2Cc2ccc3ccccc3c2)cc1	-87*	-71*	-60*	-42*	-83*	-65*	-88*	-94*	-90*
CCCn1c(=O)c2[nH]c(-c3ccc(OCc4nc5cc(F)c(F)cc5[nH]4)cc3)nc2n(CCC)c1=O	70	63	42	58	61	79	38	80	54
C/C(=C/C1CC(=O)OC1=O)CC(C)(C)C (stereo not given)	98	103	101	97	94	88	95	98	102
Cc1cc(C)c2c(c1)N1C=NNC(=O)C1CC(O)C2 (stereo not given)	87	117	92	93	107	98	94	111	117
CCN(CC)Cc1cc(C(C)(C)c2ccccc2)cc(C2CCCCC2)c1O	100	104	98	96	111	105	85	91	118
Cc1cc(=O)oc2cc(OC(=O)CN3CCN(C)CC3)ccc12	107	97	103	105	105	97	95	101	109
COc1ccc(-c2nnc(-c3ccc4c(c3)nc(-c3ccncc3)n4C3CCCCC3)o2)cc1	80	61	53	60	67	67	50	102	69
O=C(CCCCCCNC(=O)c1csc(Br)n1)NO	56	70	23	49	.	69	47	20	27
FC(F)(F)c1cc(-c2nnc3sc(C(F)(F)F)nn23)cc(C(F)(F)F)c1	98	108	106	105	120	114	102	112	127
CCOc1nc(N)ncc1OCCc1ccccc1	107	111	109	105	103	97	95	90	99
O=C(Nc1cccc(Cl)c1)NN(c1ccccc1)C1CCS(=O)(=O)C1 (stereo not given)	102	99	99	99	109	102	98	100	106
O=C(Nc1ccc(Cl)c(Cl)c1)OCc1ccco1	83	64	47	43	47	48	54	77	55
Nc1cccc(OCC(=O)O)c1	103	.	117	105	108	108	108	109	106
Cn1c(=O)c2[nH]c(C3CCCCC3)nc2n(C)c1=O	93	104	110	99	102	96	101	100	104
Nc1nc(-c2ccc(F)cc2)cc(-c2cnn(-c3ccccc3)n2)n1	102	111	100	.	105	99	114	110	104
CC1C2CCC3C4CC=C5CC(N(C)C)CCC5(C)C4CCC32CN1C (stereo not given)	92&85	86&75	97&99	81&75	78&70	80&72	62&57	91&86	86&66
O=c1[nH]nc(-c2cc(Br)ccc2Cl)c(=O)[nH]1	87	96	109	101	104	100	101	106	106
O=C1c2ccccc2OC=C(c2ccccc2)N1CCCCNc1ccc(F)cc1	68	90	81	82	110	78	47	96	99
O=C1NC(=O)C2(CCCCCC2)N1	111&96	120&97	112&97	112&102	128&115	108&109	101&93	109	124&100
O=C(O)c1ccccc1-c1ccccc1C(=O)Nc1ccc2oc(=O)c3ccccc3c2c1	96	.	98	.	106	108	89	103	122
Cc1cc(C(=O)O)c(N)c([N+](=O)[O-])c1	97	117	114	108	105	99	98	87	109
Cn1nc(NC(=O)C(F)(F)F)c2ncc(-c3ccc(Cl)cc3)nc21	88	92	93	86	97	101	94	89	111
CCCCC1COc2cccc3c2N1C=C/C3=C\C(=O)N(C)c1ccc(Oc2ccccc2)cc1 (stereo not given)	.	55	88	94	81	79	70	99	94
N#Cc1c(N2CCN(Cc3ccccc3)CC2)nc(=S)[nH]c1-c1ccco1	91	115	110	101	103	126	93	105	122
CC(=O)Nc1cc(C)c(C(=O)O)c(C)c1	99	114	105	96	112	106	88	98	107
c1ccc(CCn2nnc3c(Nc4ccc(N5CCCCC5)cc4)ncnc32)cc1	104	72	95	88	84	90	66	103	86
COc1cc(OC)c(C(=O)CCCN2CCCC2)c(OC)c1	112	88	98	77	111	99	92	127	.
CN(C)CCC(OC(=O)C(c1ccccc1)c1ccccc1)c1ccccc1 (stereo not given)	75	92	95	73	97	81	66	90	100
Cc1ccc([N+](=O)[O-])cc1S(=O)(=O)O	105&79	104	99&100	97&98	112&101	100&99	86&86	107&106	112&103
Cc1nc2cccc(NCc3ccc(C(=O)NO)cc3)c2c(=O)n1-c1ccccc1	4.5*	62	3.8*	-17*	44	54	27	40	27
COc1cc(OC)c(/C=C/c2ccc3ccccc3[n+]2C)c(OC)c1	27	29	9.3*	13	1.4*	18	11	22	22
N#CC(c1ccccc1)N(CCc1ccccc1)C(=O)Oc1ccccc1 (stereo not given)	111	100	111	111	104	103	81	.	100
O=C1c2ccccc2C(=O)N1CCCI	133	98	104	93	106	92	99	120	104
O=C(/C=C/c1ccc(O)cc1)Oc1ccc(/C=C/c2cc(OC(=O)/C=C/c3ccc(O)cc3)cc(OC(=O)/C=C/c3ccc(O)cc3)c2)cc1	111	109	104	96	108	94	94	107	109
O=C(CN1CCN(c2cc(=O)[nH]c3ccc(F)cc23)CC1)Nc1ccc(Cl)cc1	65	30	33	43	60	38	79	86	78
C#CCOC(=O)Nc1ccccc1	109	94	103	98	115	105	97	96	106
COc1cc2c3c(cc4c5c(ccc4c3c1OC)OCO5)N(CCN(C)C)C2=O	2.2*	-4.3*	9.3*	-2.6*	0.5*	5.2*	6.6*	-6.7*	0.4*
CC(C)CNC(=S)N/N=C/c1ccccc1	116	111	111	104	110	103	103	97	112
Oc1c(CN2CCOCC2)cc(COCc2ccccc2)c2cccnc12	9.6*	25	15	11	20	24	31	38	38
O=C(C[n+]1ccccc1)c1ccc2ccccc2c1	101	86	89	95	95	103	88	76	88

Screening data as filed in PubChem BioAssay.
